Rad51 HR inh – blocks human Rad51 in homologous recombination | Q06609 | hRad51 DNA strand exchange, fluorescence dequenching | inhibition, % at 10 µM | 0.085% of 200,000 active;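 active = inhibition above 40% at the single screening dose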;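 also: 0% = DMSO control wells and 100% = blanks with heterologous ssDNA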
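Assay system: Human Rad51 nucleoprotein filaments preassembled on unlabelled ssDNA | Reagent: Donor/quencher-labelled 47-bp dsDNA substrate | Doses: One concentration, 10 µM final | Times: 37 °C 15-min filament assembly, 30-min compound preincubation, 15-min exchange | Technique: Fluorescein emission 520 nm, excitation 485 nm | Benchmarks: Plate control and blank wells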
FXIa inh – factor XIa (human) inhibition; purified FXIa, Boc-Glu-Ala-Arg-AMC fluorogenic substrate; inhibition, % at 5 µM; 0.14% of 220,000 active; AID 798;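 active = inhibition of at least 40%; inactive = inhibition below 40%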;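 also: fluorescence of freed AMC excited at 355 nm; 0% = enzyme without compound and 100% = no enzyme blank; many of its hits are not listed in these tables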
MDM2 E3 inh – Mdm2 E3 ligase (human) inhibition. signal enhancement, % at 5 µM. Q00987. AID 1230. 0.11% of 210,000 active. cell-based MDM2 ubiquitination luciferase reporter, 2 h; 0 = plate control, 100 = twice control, blank-subtracted;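 active = signal enhancement of 30% or more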;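 also: luminescence tracks abundance of the self-degrading MDM2-luciferase fusion protein; higher signal means inhibition of MDM2 E3 ligase activity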
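test system = mammalian cells stably expressing self-ubiquitinating, self-degrading MDM2 E3–luciferase fusion | quantity = 2000 cells/well | incubation = cell settling 4 h, compound treatment 2 h, both 37 °C | signal = luminescence with SteadyLite reagent, 15 min at room temperature | evaluation = % enhancement relative to plate controls after blank subtraction | benchmarks = plate controls and plate blanks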
14-3-3 Bad PPI – disrupts binding of bovine 14-3-3 zeta to phospho-Bad peptide. P63103. TR-FRET 14-3-3zeta/Dy647-pBad peptide displacement, 1 h. inhibition, % at 21.7 µM. 0.71% of 220,000 active;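 active = inhibition above about 70%, limit read from the data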;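 also: 0% = full 14-3-3 plus peptide FRET controls and 100% = background without 14-3-3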
hK5 inh – inhibitors of human kallikrein 5; Q9Y337; recombinant hK5, fluorogenic AMC substrate cleavage; inhibition, % at 5 µM; 0.59% of 210,000 active; AID 873;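 active = inhibition of 40% or more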;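 also: 0% = enzyme controls without compound and 100% = no-enzyme blanks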
Target sequence (Q9Y337 67-293 limits assumed): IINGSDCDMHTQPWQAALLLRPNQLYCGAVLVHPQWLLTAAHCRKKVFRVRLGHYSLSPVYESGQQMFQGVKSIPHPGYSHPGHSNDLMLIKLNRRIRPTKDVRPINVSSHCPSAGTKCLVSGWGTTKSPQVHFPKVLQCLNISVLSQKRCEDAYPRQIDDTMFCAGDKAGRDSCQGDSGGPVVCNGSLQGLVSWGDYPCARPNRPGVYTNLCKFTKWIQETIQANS
eIF4E-4G inh – blocks eIF4E binding to eIF4G. 0.37% of 220,000 active. P63073+Q04637. inhibition, % at 21.7 µM. AID 782. TR-FRET eIF4E-eIF4GI(517-606) binding, 2 h;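 active = inhibition above about 30%, limit read from the data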;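 also: 0% = full FRET control wells and 100% = background wells lacking eIF4GI fragment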
p97 inhibitor – blocks human p97 ATPase activity. P55072. recombinant p97 ATPase, Kinase-Glo ATP luminescence, 3 h. inhibition, % at 8 µM. 0.42% of 220,000 active. AID 1481; in the data active = inhibition above about 15%;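 also: 0% = DMSO vehicle and 100% = wells lacking enzyme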
FXIIa inh 1536 – inhibitors of human coagulation factor XIIa | purified FXIIa, Boc-QGR-AMC fluorogenic substrate, 2 h | 0.3% of 220,000 active | inhibition, % at 5 µM; in the data active = inhibition above about 40%;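 also: 0% = enzyme with no compound and 100% = blank without enzyme; many of its hits are not listed in these tables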
Target sequence (P00748 20-372 limits assumed): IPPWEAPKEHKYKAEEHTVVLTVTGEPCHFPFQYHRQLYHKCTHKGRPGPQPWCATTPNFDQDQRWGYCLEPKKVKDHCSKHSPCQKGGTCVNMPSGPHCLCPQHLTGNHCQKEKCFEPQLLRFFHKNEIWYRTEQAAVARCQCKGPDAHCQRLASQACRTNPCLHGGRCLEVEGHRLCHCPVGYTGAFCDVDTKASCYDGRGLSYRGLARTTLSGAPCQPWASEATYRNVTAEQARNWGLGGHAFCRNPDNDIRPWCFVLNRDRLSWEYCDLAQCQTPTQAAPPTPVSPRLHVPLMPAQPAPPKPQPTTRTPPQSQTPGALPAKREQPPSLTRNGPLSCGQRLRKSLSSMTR
Target sequence (P00748 373-615 limits assumed): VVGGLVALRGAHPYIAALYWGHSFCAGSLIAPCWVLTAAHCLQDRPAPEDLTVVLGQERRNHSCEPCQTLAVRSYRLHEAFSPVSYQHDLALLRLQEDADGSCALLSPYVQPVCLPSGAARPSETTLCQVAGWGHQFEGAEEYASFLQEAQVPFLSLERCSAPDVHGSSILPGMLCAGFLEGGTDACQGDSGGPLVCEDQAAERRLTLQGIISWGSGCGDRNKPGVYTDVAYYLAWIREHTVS
Wee1 degr inh – blocks degradation of human Wee1 kinase; P30291; HeLa Luc-Wee1K328M stability, luciferase luminescence; 100% = proteasome inhibitor MG132 effect; reporter increase, % at 5 µM; 1.2% of 220,000 active;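 active = activation above the mean of all tested compounds plus 3 SD, set per screening run, cut at about 8.8% in these data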;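 also: cells exposed to compound for 20 h before luminescence read; 0% = DMSO alone and 100% = MG132 at 30 µM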
The depositor's hits bear a star; . = not tested or not shown; [ ] = remark or other dose.

SMILES	Rad51 HR inh	FXIa inh	MDM2 E3 inh	14-3-3 Bad PPI	hK5 inh	eIF4E-4G inh	p97 inhibitor	FXIIa inh 1536	Wee1 degr inh
O=S(=O)(Nc1nccs1)c1ccc(NCc2cc(Br)cc(Br)c2O)cc1	4	10	-8	-3	-1	0	10	4	0
CC(C)N(C(=O)COC(=O)c1ccc(Cl)nc1)C(C)C	2	-3	-10	-3	-3	3	6	-2	-1
Cc1cc(C(=O)NC(C)c2ccncc2)no1 (stereo not drawn)	10	2	-9	-5	-5	-6	-1	14	-1
CCOc1cc(/C=N/NC(=O)C(=O)NC)cc(Br)c1O	1	0	-4	0	0	-1	4	6	-2
N#CCCn1cc(/C=C2\NC(=S)N(c3ccccc3)C2=O)c(-c2ccc(F)cc2)n1	-9	1	4	-5	3	0	-1	9	-3
COc1ccc(C2c3ccc4ccccc4c3Oc3ncn(Cc4ccco4)c(=N)c32)cc1OC (stereo not drawn)	2	-6	-9	-12	9	4	0	2	-3
O=C(CSc1ncnc2nc[nH]c12)NCCc1ccccc1	-1	3	12	-2[fluorescence artefact?]	3	3	1	3	1
Cc1ccc(CNC(=O)CCNS(=O)(=O)c2ccc3c(c2)c(=O)n(C)c(=O)n3C)cc1	-3	3	-6	3	12	16	2	12	0
CCOC(=O)C1CCN(C(=O)c2ccc(Cl)c(NC3=NC4CS(=O)(=O)CC4S3)c2)CC1 (stereo not drawn)	.	7	.	5[fluorescence artefact?]	-19	8	0	13	0
O=C(Nc1ccccc1)Nc1ccccc1C(=O)NCc1ccccc1	-4	3	-7	-2	-13	-3	0	15	-2
Cn1c(SCC(=O)NCc2cccs2)nnc1-c1cccs1	4	10	-4	1	52*	-2	-4	15	0
N/C(=N\OC(=O)c1ccc(=O)n(Cc2ccccc2)c1)c1ccccn1	3	3	-20	-5	-2	0	0	9	-5
CCOC(=O)C1(CC2CC2)CCN(Cc2ccc(O)c(Cl)c2)CC1	3	2	-14	-8	-2	-4	-2	7	0
CCOC(=O)Cc1cc(=O)n2[nH]cc(-c3ccc(Cl)cc3)c2n1	-7	32	-87	-1	25	-5	1	24	3
COc1ccc(OC)c(-c2csc(N(Cc3ccco3)C(=O)c3cccs3)n2)c1	-3	11	-16	-5	27	-7	0	26	1
COc1ccc(CN(Cc2cccn2C)S(=O)(=O)c2cccc(C(F)(F)F)c2)cc1	.	-3	-7	0	0	-6	-2	4	4
CC(C)CNC(=O)CSc1nnc(CN2CCCCCC2=O)n1-c1ccccn1	-1	20	-11	0[fluorescence artefact?]	7	4[fluorescence artefact?]	4	16	-2
O=C(O)C1=C[C@@H](c2ccccc2)C[C@@H](OCc2ccc(CO)cc2)O1	11	-4	.	-1	-8	3	5	0	-1
CCOC(=O)c1[nH]c2ccc(OC)cc2c1NC(=O)CCN1CCc2ccccc2C1	-3	-12	-22	.	-52	.	0	-12	4
Cc1ccc(NC(=O)CC2SCCNC2=O)cc1Cl (stereo not drawn)	8	1	-14	-6	6	0	-6	14	-1
CCOC(=O)N1CCC(NC2CCCCCCC2)CC1	3	2	-23	1	-8	1[fluorescence artefact?]	1	11	-1
Cc1oc2ccc(OC(=O)COc3c(F)c(F)c(F)c(F)c3F)cc2c1C(=O)OC(C)C	.	-6	-6	6	-7	4	-5	1	0
COc1cc2c(cc1NC(=O)COC(=O)c1ccc(C(C)(C)C)cc1)oc1ccccc12	0	5	-3	2	11	7[fluorescence artefact?]	0	12	8
CC(C)c1cc(C(=O)O)c2ccccc2n1	.	1	.	4	3	-9	2	12	5
CCOC(=O)C1=C(C)Nc2ncnn2C1c1c[nH]c2ccccc12 (stereo not drawn)	-4	4	-7	2	4	7[fluorescence artefact?]	3	5	0
CN(C(=O)c1ccccc1C(=O)OCC(=O)NCc1cccs1)C1CCCCC1	-2	-2	-5	-4	-8	0	-3	10	-3
CCCCCn1c(CN(C)Cc2ccccc2)nc2c1c(=O)n(C)c(=O)n2C	-6	3	.	-5	3	-1	-4	9	0
CCN(CC)c1ccc(C(NC(C)=O)NC(C)=O)cc1	.	-9	-10	-3	-3	0	5	11	0
CC(C)Cn1c(SCC(=O)NCc2ccc(Cl)cc2)nnc1-c1cccc(S(=O)(=O)N2CCOCC2)c1	-5	0	-5	10[fluorescence artefact?]	-7	5	0	14	2
CCc1ccc2c(COn3nnc4ccc(S(=O)(=O)N(C)C)cc43)cc(=O)oc2c1	-4	5	-23	46[fluorescence artefact?]	7	-4	4	4	-1

Copied from the list:
hK5 inh result of O=C(CSc1ncnc2nc[nH]c12)NCCc1ccccc1 : 3
eIF4E-4G inh result of O=C(O)C1=C[C@@H](c2ccccc2)C[C@@H](OCc2ccc(CO)cc2)O1 : 3
Wee1 degr inh result of Cc1ccc(NC(=O)CC2SCCNC2=O)cc1Cl (stereo not drawn) : -1

Following part:
SMILES	Rad51 HR inh	FXIa inh	MDM2 E3 inh	14-3-3 Bad PPI	hK5 inh	eIF4E-4G inh	p97 inhibitor	FXIIa inh 1536	Wee1 degr inh
CCOc1ccc(N2C(=O)C3C(c4ccccc4)=NN(c4ccccc4)C3C2=O)cc1 (stereo not drawn)	.	2	3	-3	-52	0	7	-9	5
CCC(CC)NC(=O)COc1ccc(OC)cc1C=O	-1	-3	-14	-6	-1	4	3	5	0
O=C1C(C=NC2CC2)=C(O)c2ccccc21	2	6	-20	25[fluorescence artefact?]	-6	-9[fluorescence artefact?]	0	13	0
O=C(Cc1ccc(-c2ccccc2)cc1)OCC(=O)N1CCCC1=O	0	-4	-10	1	-2	0	-4	4	-3
O=C(O)CCCC(=O)N1CCN(c2nc(-c3ccccc3)c3ccccc3n2)CC1	0	3	-5	4[fluorescence artefact?]	-4	0[fluorescence artefact?]	-3	12	-2
Nc1nc(-c2cccc(Br)c2)cs1	6	-3	-12	9	10	1	3	13	1
CCCCNC(=O)c1onc(CSc2ccc(F)cc2)c1C(=O)NCCCC	-5	5	-15	-6	4	6	.	9	.
Cc1nccc(-c2sc(-c3cccs3)nc2C)n1	.	-20	1	3	-20	0	3	-36	3
c1cnc2ccc(C(c3nnnn3C3CCCCC3)N3CCN4CCCC4C3)cc2c1 (stereo not drawn)	4	4	-3	-11	-3	1[fluorescence artefact?]	0	16	3
O=C(/C=C/c1ccco1)NCC1CCCO1 (stereo not drawn)	.	-13	-15	9	-12	-1	-2	0	0
O=c1[nH]c2cc3c(cc2cc1C(c1nnnn1Cc1ccccc1)N1CCN2CCCC2C1)OCCO3 (stereo not drawn)	4	2	-9	13[fluorescence artefact?]	-20	-5	6	9	-2
O=C(NC1CCCc2ccccc21)C1CCN(S(=O)(=O)c2ccccc2)CC1 (stereo not drawn)	.	10	-10	9[fluorescence artefact?]	7	-1[fluorescence artefact?]	-3	19	-1
C#CCNC(=O)C1=C[C@@H](C2CCCCC2)C[C@@H](OCCCCO)O1	7	-1	.	5	-6	2	3	3	-1
CCN(CC)S(=O)(=O)c1ccc(C(=O)Nc2ccc3c(c2)OCO3)cc1	1	-7	1	-5	-3	-1	-1	.	0
COc1ccc(NC(=O)CCN2CCOCC2)c(OC)c1	-1	-1	13	2	0	-2	4	3	1

Full records from above. Values in the order: Rad51 HR inh	FXIa inh	MDM2 E3 inh	14-3-3 Bad PPI	hK5 inh	eIF4E-4G inh	p97 inhibitor	FXIIa inh 1536	Wee1 degr inh
CCN(CC)c1ccc(C(NC(C)=O)NC(C)=O)cc1 is entered as .	-9	-10	-3	-3	0	5	11	0
Nc1nc(-c2cccc(Br)c2)cs1 is entered as 6	-3	-12	9	10	1	3	13	1

The listing continues:
SMILES	Rad51 HR inh	FXIa inh	MDM2 E3 inh	14-3-3 Bad PPI	hK5 inh	eIF4E-4G inh	p97 inhibitor	FXIIa inh 1536	Wee1 degr inh
CN(C)c1ccc(/C=[N+](\[O-])C2N(c3ccccc3)C(=S)SC2(C)C)cc1 (stereo not drawn)	7	-6	-17	-6	2	0	-1	4	5
Cc1ccc(C(=O)NC2CCS(=O)(=O)C2)cc1S(=O)(=O)N1CCCCCC1 (stereo not drawn)	4	-6	-6	11	-13	2	2	0	0
CCCN1Cc2cccc(C(=O)NCc3ccccc3OC)c2C1=O	0	6	-11	3	5	0	-1	13	1
CCC[C@@H]1C[C@@H](C(=O)N[C@H]([C@@H](C)O)[C@H]2O[C@H](SC)[C@H](O)[C@@H](O)C2O)N(C)C1 (stereo partly drawn)	6	4	.	20	-9	-1	3	12	8
CC(C)n1cc(/C=C2/NC(=O)NC2=O)c2ccccc21	12	-4	-17	-8	-5	-2	7	1	0
CCCOc1ccc(CNC(=S)NCc2ccc(OC(C)C)cc2)cc1	0	0	-11	-30[fluorescence artefact?]	-18	1	3	5	1
CCCOc1ccc(N2CC(C(=O)NCCc3ccc(OC)c(OC)c3)CC2=O)cc1 (stereo not drawn)	.	1	12	1	3	4	2	6	-1
COc1ccc(Nc2nc(C)cc(=O)[nH]2)cc1	5	3	-13	4	-11	-4	-3	15	-3
CCOc1ccc(N2C(=O)CC(SC(=NC)Nc3cccc(F)c3)C2=O)cc1 (stereo not drawn)	3	14	-33	-3	-21	10	-6	27	0
NS(=O)(=O)c1ccc(N/N=C/c2cn(-c3ccccc3)nc2-c2cccs2)c([N+](=O)[O-])c1	29	0	-12	-4	-19	-10	1	-2	4
Cc1c(NC(=O)c2ccccc2N)cccc1C(=O)O	-3	5	-14	-6	-10	2[fluorescence artefact?]	-6	22	0
O=C(Nc1ccc(F)cc1)c1ccc(Cn2cnnn2)cc1	-10	-5	-9	-2	1	-3	4	2	2
CCCCCn1c(SCC(=O)c2ccccc2)nc2cc(C(=O)NCc3ccco3)ccc2c1=O	-4	0	-6	0	31	-13	2	21	1
CN(C)C(=O)NC(NC(=S)Nc1ccccc1)C(Cl)(Cl)Cl (stereo not drawn)	-17	3	-49	-2	-4	2	2	7	-1
O=c1cc(-c2ccccc2)c2ccccc2[nH]1	1	-4	-2	-1	-6	1	1	-2	4
CCCn1c(SCC(=O)Nc2cc(Cl)ccc2Cl)n[nH]c1=O	10	0	-13	2	5	-1	1	11	0
COc1cc([N+](=O)[O-])c(N2CCOCC2)c([N+](=O)[O-])c1OC	-14	-1	-8	-13	-2	0	1	11	0
Cc1nc(N2N=C(c3ccc(Cl)cc3)CC2c2ccco2)sc1C(=O)N(C)C (stereo not drawn)	-9	-6	-6	-8	-8	2	-4	1	6
CC1CCc2nn(CC(=O)Nc3ccc(F)cc3F)cc2C1 (stereo not drawn)	-7	-7	-9	-3	2	0	1	-2	-1
COC(=O)c1nc(-c2ccc(C)cc2)oc1N(C)C	-5	-6	-12	3	-12	0	0	6	-2
O=C(NCc1ccco1)c1cnn2c(C(F)(F)F)cc(-c3cccs3)nc12	4	-23	-19	1	-32	-4	-1	-20	-4
CCOc1ccccc1C(=O)N1CCN=C1SC	2	-3	-6	-4[fluorescence artefact?]	-6	-2	10	8	-2
CCn1nnc(-c2ccccc2NS(=O)(=O)c2ccc(C(=O)OC)cc2)n1	-2	0	0	25	0	6	-2	4	-2
CCCCN1C(=S)NC[C@@H]1Cc1ccc(O)cc1	-4	-1	15	-6	-1	-2	.	8	.

Source: PubChem
